# BAZ2B block – inhibitors of human BAZ2B bromodomain; Q9UIF8; AlphaScreen BAZ2B-H3K14Ac peptide displacement; Potency, µM (series often up to 114 µM), for the others: at the highest dose activity change, negative = inhibition, hits mostly inhibitors; hit rate 4.4% among 360,000; AID 504333; further: on the % scale 0 is the no-effect control and ±100 the full control effect; nearly all actives have a fitted effect of over 60% in size
#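 BAZ2B (50 nM) with biotin-H3(5-23)K14Ac peptide (50 nM) in PBS pH 7.4, 0.01% Tween-20, preformed 30 min, then compound 30 min at room temperature; top concentration 110uM. AlphaScreen streptavidin donor/nickel chelate acceptor beads (10 ug/mL final), 20 min dark, signal read.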
# POLK inh – blocks human DNA polymerase kappa activity. hit rate 0.53% among 400,000. AID 588579. Q9UBT6. Potency, µM (top dose mostly 107 µM), inactives show at the highest dose activity, negative = inhibition, hits mostly inhibitors. purified Pol kappa, fluorescent DNA synthesis assay, 10 min; further: on the % scale 0 is the no-effect control and ±100 the full control effect
#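 Fluorescent qHTS in 1536-well format: enzyme (10 nM) and compound sat 15 min at room temperature before 50 nM substrate (final) was added. Signal taken at 0 and 10 min; no-enzyme buffer wells were negative controls.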
# G9a block – inhibitors of human histone lysine methyltransferase G9a. Q96KQ7. G9a H3K9 monomethylation, AlphaScreen, 2 h. Potency, µM (top dose mostly 102 µM), for inactives: at the top dose activity, negative = inhibition, most hits filed as inhibitors. hit rate 8.8% among 350,000. AID 504332; further: on the % scale 0 is the no-effect control and ±100 the full control effect; nearly all actives have a fitted effect of over 75% in size
# Target sequence (Q96KQ7 913-1193 limits assumed): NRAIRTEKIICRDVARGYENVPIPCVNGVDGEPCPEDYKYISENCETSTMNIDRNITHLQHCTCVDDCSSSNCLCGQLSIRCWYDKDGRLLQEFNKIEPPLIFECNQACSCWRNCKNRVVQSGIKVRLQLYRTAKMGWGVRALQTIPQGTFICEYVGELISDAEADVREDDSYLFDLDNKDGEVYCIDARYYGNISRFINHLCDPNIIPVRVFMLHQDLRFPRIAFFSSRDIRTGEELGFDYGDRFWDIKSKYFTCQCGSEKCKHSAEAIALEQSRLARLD
#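 Using a bead-based AlphaScreen, monomethylated H3K9 product from 2 h room-temperature reactions (G9a 20 nM, peptide 500 nM, SAM 20 uM) was detected with 0.5 ug/mL rabbit anti-H3K9me1 antibody.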
# POLB inh – DNA polymerase beta (human) inhibition; Pol beta primer extension/strand displacement, fluorescence kinetic; Potency, µM (titrated, usually from 114 µM), inactives show top-dose activity change, negative = inhibition, actives largely listed as inhibitors; hit rate 1.3% among 340,000; AID 485314; further: on the % scale 0 is the no-effect control and ±100 the full control effect
#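 Values derive from four-parameter Hill fits of normalized kinetic data: reads at 0 and 10 min following addition of 50 nM substrate to 10 nM Pol beta preincubated 15 min with compound.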
# Apoferritin bind – binds horse apoferritin like a general anesthetic; apoferritin/1-aminoanthracene competitive binding, fluorescence; Potency, µM (titrated, usually from 77.5 µM), for inactives: at the top dose activity change, negative = displacement, hits mostly inhibitors; hit rate 0.074% among 350,000; AID 485281; further: on the % scale 0 is the no-effect control and ±100 the full control effect; nearly all actives have a fitted effect of over 20% in size
#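 Probe: 1-aminoanthracene (50% saturated, PBS). Protein: horse-spleen apoferritin, 10 uM. Incubation: 10 min, room temperature. Detection: 380 nm excitation, 535 nm emission. Analysis: normalized response, four-parameter Hill.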
# APEX1 inh – inhibitors of human APE1 endonuclease; P27695; recombinant APE1, TAMRA/BHQ-2 abasic DNA cleavage fluorescence; Potency, µM (highest dose often 65.8 µM), without a hit: at the highest dose activity change, negative = inhibition, usual class: inhibitors; hit rate 0.35% among 350,000;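 further: plate controls were vehicle for no effect and reference inhibitor for full effect; nearly all actives have a fitted effect of over 55% in size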
#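 APE1 at 0.75 nM preincubated 15 min at room temperature with compound. Reaction then started with 50 nM double-stranded THF-abasic substrate labelled with TAMRA/BHQ-2, and 525/598 nm fluorescence read kinetically. Activity taken as third-minus-first read difference, normalized to DMSO and NSC13755 controls.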
# BLM helicase inh – inhibitors of human Bloom syndrome helicase BLM; recombinant BLM DNA unwinding, fluorescence dequenching; Potency, µM (highest dose often 56.1 µM), without a hit: top-dose activity change, negative = inhibition, usual class: inhibitors; AID 2528; hit rate 0.2% among 350,000; P54132;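 further: plate controls were vehicle for no effect and no enzyme for full effect; nearly all actives have a fitted effect of over 35% in size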
# Pol iota inh – blocks human DNA polymerase iota activity | Q9UNA4 | Pol iota fluorescent replication assay, 10 min | Potency, µM (doses to about 115 µM), inactives show at the top dose activity, negative = inhibition, actives largely listed as inhibitors | hit rate 1% among 390,000 | AID 588590
#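 Pol iota at 10 nM preincubated 15 min with compounds at room temperature; reaction started with fluorescent substrate, 50 nM final. Fluorescence read kinetically at 0 and 10 min; buffer-only wells as negative control.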
# POLH inh – blocks human DNA polymerase eta activity | hit rate 1.2% among 390,000 | Q9Y253 | Potency, µM (series often up to 114 µM), inactives show at the highest dose activity change, negative = inhibition, hits mostly inhibitors | recombinant Pol eta, fluorescent DNA replication assay | AID 588591; further: on the % scale 0 is the no-effect control and ±100 the full control effect
# Target sequence (Q9Y253 whole entry, looked up): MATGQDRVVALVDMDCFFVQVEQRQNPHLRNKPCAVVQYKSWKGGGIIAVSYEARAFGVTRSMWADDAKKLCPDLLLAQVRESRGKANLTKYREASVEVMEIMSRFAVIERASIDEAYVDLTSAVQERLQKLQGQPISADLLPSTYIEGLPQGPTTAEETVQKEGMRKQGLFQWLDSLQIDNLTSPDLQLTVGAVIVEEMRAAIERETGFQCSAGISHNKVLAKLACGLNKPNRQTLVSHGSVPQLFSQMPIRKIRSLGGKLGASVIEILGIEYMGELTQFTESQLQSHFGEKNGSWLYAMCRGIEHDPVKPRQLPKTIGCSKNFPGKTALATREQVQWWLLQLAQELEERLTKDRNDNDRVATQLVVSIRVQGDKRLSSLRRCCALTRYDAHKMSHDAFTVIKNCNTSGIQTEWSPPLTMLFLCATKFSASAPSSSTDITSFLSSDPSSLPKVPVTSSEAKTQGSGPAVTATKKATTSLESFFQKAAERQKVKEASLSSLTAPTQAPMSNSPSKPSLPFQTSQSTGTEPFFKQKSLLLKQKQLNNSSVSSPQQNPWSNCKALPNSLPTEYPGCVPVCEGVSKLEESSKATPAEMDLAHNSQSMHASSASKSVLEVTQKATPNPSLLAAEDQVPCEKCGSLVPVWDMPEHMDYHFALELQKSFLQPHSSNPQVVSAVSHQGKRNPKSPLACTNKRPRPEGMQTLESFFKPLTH
#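 Fluorescent replication assay: 50 nM final substrate added after a 15 min room-temperature compound preincubation with 10 nM enzyme. Signal taken at 0 min and again at 10 min.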
# * = called active by the depositor; u = inconclusive; x = no result given; & = joins results of further samples; ! = not active in a repeat; [ ] = dose if it differs, or a comment. The call rests on the fitted dose curve; in most records, active means well fitted curve in the direction sought with a large enough effect; inconclusive means small, poorly fitted or top-dose-only effect, or another doubt; inactive means no such curve, though single readings can be large; an effect the other way counts as inactive or inconclusive. Potency means the concentration at half of the fitted maximal effect.
SMILES,BAZ2B block,POLK inh,G9a block,POLB inh,Apoferritin bind,APEX1 inh,BLM helicase inh,Pol iota inh,POLH inh
c1ccc(C(Cc2nc(-c3ccncc3)no2)c2ccccc2)cc1,24%,u,9%[12.7 µM],0%,-14%,-1%,-9%,16%,-15%
CCOc1ccc(NC(=O)C2CCCN(S(=O)(=O)c3cccc4nonc34)C2)cc1 (stereo unspecified),-12%,0%,4%[59 µM],-9%,-1%,x,1%,0%,-6%
O=C(CN1CC(=O)Oc2ccccc21)NCc1ccco1,45µM*,-8%,u,37%,-12%,0%,1%,-4%,-16%
Cc1ccc(C(OCCN(C)C)c2cccc(C(F)(F)F)c2)cc1 (stereo unspecified),0%,-9%,-7%[59 µM],6%,-10%,7%,1%,-5%,-14%
CC(C)c1ccc(NC2CCCN(C(=O)c3cccc4nccnc34)C2)cc1 (stereo unspecified),-25%,-1%,-6%[59 µM],62%,-13%,40%[activator],-3%,-1%,-1%
N[C@](CC1c2ccccc2Oc2ccccc21)(C(=O)O)[C@H]1C[C@@H]1C(=O)O,x,6%[19.4 µM],17%[59 µM],x,21%,8%,x,x,x
CC1CC(C)(C)NC(=S)N1CCC(=O)N1CCN(c2ccccc2)CC1 (stereo unspecified),-22%,-4%,40µM*,-7%,-8%,-2%,-2%,159%[activator],-18%
COc1ccc(CC(=O)Nc2ccc(S(=O)(=O)Nc3nc(C)cc(C)n3)cc2)cc1,-1%,-3%,u,2%,-12%,1%,-8%,20%,-20%
CN(C)c1ccc(NC(=O)c2ccc([N+](=O)[O-])cc2Cl)cc1,-19%,-6%,2µM*,-2%,9%,3%,-4%,73%[activator],-4%
CN1CCN(C(=O)c2cnn(-c3ccccc3)c2NC(=O)c2ccccc2)CC1,-8%,4%[60.1 µM],x,0%,1%,16%,1%,1%,-1%
N=c1n(CC(=O)c2ccc([N+](=O)[O-])cc2)c2ccccc2n1Cc1ccccc1Cl,-8%,-15%,u,21%,3%,0%,-1%,-2%,-10%
O=C(CCCCN1CCCCC1)c1ccc2c(c1)Cc1ccccc1-2,-2%,-2%,6%,-2%,-10%,-4%,59%[activator],23%,-11%
COCCOC(=O)c1c(C)oc2ccc(OC(=O)c3ccco3)cc12,7%,-19%,41%[activator],-23%,-7%,-4%,1%,-10%,-13%
COc1ccc(-c2cc(C(F)(F)F)c(C#N)c(SCC(=O)Nc3cccc(C)c3)n2)cc1,4%,0%,3%[59 µM],1%,3%,x,0%,28%,-17%
COc1ccccc1NC(=O)CSc1nncn2c1cc1sccc12,-14%,6%,-24%[59 µM],-4%,0%,x,-1%,23%,-18%
CCSc1nnc(NC(=O)NC2CCCCC2)s1,15%,-3%,-33%,-3%,-14%,3%,-6%,34%,-18%
c1coc(-c2nnc(-c3ccco3)nn2)c1,20µM*,18µM*,20µM*,7.9µM*,-7%,u,-21%,u,8.9µM*
COc1ccc(CNC(=O)c2cc(-c3ccc(OC)cc3)nc3n[nH]c(-c4cccc([N+](=O)[O-])c4)c23)cc1,-1%,-1%[60.1 µM],0%[59 µM],26%,-4%,x,0%,-1%,7%
COc1ccc(C2=NS(=O)(=O)N(C)C(C(=O)N(C)Cc3ccccc3)=C2)cc1OC,-2%&-17%,-13%&5%,14µM*!,2%&0%,73%&-8%[activator],26%,-2%&-3%,-14%&-6%,-9%&-23%
COc1ccc2c(c1)Cc1sc(NC(=O)c3ccccc3)nc1-2,-5%,-11%,u,7%,-9%,4%,-17%,16µM*,16%
CC(=O)c1cc2c(cc1N(C(=O)Cn1nnc3ccccc31)C(C(=O)NCCC(C)C)c1cccnc1)OCO2 (stereo unspecified),3%,6%,x,-23%,-4%,-5%,-2%,1%,-3%
CC1=CC(C)C2C(=O)N(CCCN(C)C)C(=O)C2C1 (stereo unspecified),-1%,-6%,-11%[12.7 µM],9%,-8%,1%,2%,20%,-20%
CCC(=O)OCc1c(C(F)(F)F)nn(C)c1Oc1cccc(C(F)(F)F)c1,42%[activator],-17%,32%[59 µM],-2%,-11%,-10%,4%,19%,-25%
C[C@@H]1CC=C[C@H]2[C@H]1C(=O)N(Cc1ccccc1)[C@H]2c1ccc2ccccc2c1/C=C/c1ccccc1,-18%,-15%,9%[59 µM],-17%,-8%,0%,-1%,-12%,-4%
COc1cccc(OCCNC(=O)Nc2cc(F)c(F)cc2Cl)c1,1%,-22%,-2%,-14%,-8%,-2%,-4%,27%,-17%

# New compounds follow.
SMILES,BAZ2B block,POLK inh,G9a block,POLB inh,Apoferritin bind,APEX1 inh,BLM helicase inh,Pol iota inh,POLH inh
Cc1ccn2cc(CCNC(=O)C3CCCCC3)nc2c1,-1%,-24%,-46%[59 µM],u,4%,-2%,2%,22%,-25%
OCC1(Cc2ccccc2C(F)(F)F)CCN(Cc2ccc3c(c2)CCO3)CC1,-6%,4%,-2%,-22%,-18%,0%,-4%,-19%,-15%
COc1ccc(C(=O)NNC(=O)CSc2nnc(C)n2C)cc1,u,0%,-18%,-30%,4%,6%,-5%,-12%,-3%
Cn1c(=O)c2c(nc3n2CC(COc2ccc(Cl)cc2)O3)n(C)c1=O (stereo unspecified),-20%,10%,8%,19%,-4%,2%,-3%,28%,-21%
Nc1c(C(=O)Nc2ccccc2F)sc2nc(-c3cccnc3)ccc12,-10%,-11%,x,15%,-6%,13%,-6%,112%[activator],-10%
CCN(CC)C(=O)C(=O)c1cccn1-c1cccc(-n2cccc2C(=O)C(=O)N(CC)CC)c1C#N,-15%,-17%,u,-4%,-17%,1%,0%,59%[activator],6%
CCSc1nnc(NC(=O)CCc2ccc(OC)cc2)s1,3%,-19%,1%[59 µM],0%,2%,-1%,-1%,5%,-8%
NC(=O)N1CCC2(CC1)NC(=O)N(c1ccccc1)N2,-16%,3%,7.9µM*,5%,-5%,-4%,-1%,83%[activator],-10%
CCN(CC)CCn1c2c(c(SCC(=O)Nc3cccc(C(F)(F)F)c3)nc1=O)CCC2,-13%,-7%[60.1 µM],-19%[59 µM],4%,9%,x,5%,u,-18%
CCCOc1ccc(/C=N/NC(=O)CN(c2ccc(OCC)cc2)S(C)(=O)=O)cc1,-1%,-4%,-32%,-6%,-19%,u,-5%,23%,-23%
Cc1ccnc(Nc2nc3ccccc3o2)n1,5%,-1%,u,18%,5%,10%,3%,21%,-8%
CCn1c(=O)cc(OCC(=O)NCCCN2CCCC2=O)c2ccccc21,-12%[57.1 µM],-22%,u,2%,-2%,25%,-1%,31%[activator],7%
CC1CCCN(CC(O)COc2ccc3c(c2)OCO3)C1 (stereo unspecified),-18%,-6%,12%[59 µM],4%,-2%,-2%,-6%,60%[activator],-11%
CC1CN(S(=O)(=O)c2cccc(C(=O)N(CCc3ccccc3)Cc3ccccc3)c2)CC(C)O1 (stereo unspecified),-1%,-1%,-39%,x,x,33%,x,1%,-27%
CCCN(C(=O)c1cccs1)c1nnc(-c2ccncc2)s1,2%,-8%,1%[2.33 µM],49%,-18%,14%,0%,u,2%
COc1ccccc1NC(=O)c1c(NCc2ccc(C)o2)sc2c1CCC(C)C2 (stereo unspecified),-33%,-5%[60.1 µM],8.9µM*,u,-9%,x,-9%,u,-18%
Cn1c(SCC(=O)Nc2ccc(F)cc2)nc2c(c1=O)SCC2,-29%,-13%,x,-13%,-2%,1%,1%,15%,-18%
Cc1ccc(C)c(C(=O)Nc2cc(C)nn2-c2nc(C)cc(C)n2)c1,-23%,-14%,-2%,-16%,-5%,2%,0%,145%[activator],-3%
CC(=O)c1ccc(N2C(=O)C3C4C=CC(CC4)C3C2=O)cc1 (stereo unspecified),-21%,-3%,5%,-9%,-1%,60%[activator],-6%,10%,-12%
Cc1ccc(-c2csc(NC(=O)CCCc3cccs3)n2)cc1,-3%,-4%[60.1 µM],-16%,13%[57.1 µM],-7%,-3%,1%,23%,-16%
Cc1nc2ncnn2c(C)c1Cc1ccc(Cl)cc1F,-1%,-5%,-7%,u,4%,u,2%,16%,-7%
CN(C)S(=O)(=O)N1CCC(Oc2ccc(C(=O)NC3CCCCC3)cc2)CC1,-15%,-7%,u,0%,-11%,-3%,1%,133%[activator],-10%
CCc1c(C(=O)N/N=C/c2cn[nH]c2-c2ccc(F)cc2)csc1C,-15%,-10%,0%,1%,-16%,0%,-7%,-1%,-19%
Cc1ccc(N(CC(=O)Nc2ccc3c(c2)OCCO3)S(=O)(=O)c2c(C)n[nH]c2C)cc1,u,-12%,-25%,29%,-14%,-9%,-7%,4%,4%
CC(=O)c1cccc(NC(=O)CSCc2ccc(Br)cc2)c1,-3%,6%,20%[59 µM],10%,u,-2%,3%,-6%,-8%
CC(OC(=O)C1CSC2(c3ccc(F)cc3)CCC(=O)N12)C(=O)NC(N)=O (stereo unspecified),-5%,-5%,5%,21%,3%,-1%,0%,62%[activator],-9%
O=C(CSc1nnc(CNC(=O)c2cccs2)o1)Nc1ccccc1C(F)(F)F,-6%,-4%,-6%,-7%,-10%,12%,0%,41%[activator],-23%
O=C(NCCN1CCOCC1)c1cc(Sc2ccccc2Cl)nc2ccccc12,4%,x,26%[59 µM],4%,3%,2%,1%,x,x

# In the list so far, these contain an NH in an aromatic ring.
SMILES,BAZ2B block,POLK inh,G9a block,POLB inh,Apoferritin bind,APEX1 inh,BLM helicase inh,Pol iota inh,POLH inh
COc1ccc(CNC(=O)c2cc(-c3ccc(OC)cc3)nc3n[nH]c(-c4cccc([N+](=O)[O-])c4)c23)cc1,-1%,-1%[60.1 µM],0%[59 µM],26%,-4%,x,0%,-1%,7%
CCc1c(C(=O)N/N=C/c2cn[nH]c2-c2ccc(F)cc2)csc1C,-15%,-10%,0%,1%,-16%,0%,-7%,-1%,-19%
Cc1ccc(N(CC(=O)Nc2ccc3c(c2)OCCO3)S(=O)(=O)c2c(C)n[nH]c2C)cc1,u,-12%,-25%,29%,-14%,-9%,-7%,4%,4%

# Only part of the results is shown; rates above refer to the full screens.
